Cycloheximide cs = counter-screen hit for Shiga toxin inhibitors, cycloheximide | cell reporter, cycloheximide protein synthesis inhibition counterscreen | max response, % | 300,000 compounds, 12% hits; in the data active = max response mostly above about 13%, no sharp cut-off; inactive = mostly below about 14%; also: read at 38.3 µM for the half of the compounds with a filed dose; 0% is about no effect
Pf growth 96h = P. falciparum growth inhibition at 96 hours; 320,000 compounds, 6.9% hits; P. falciparum luciferase reporter growth, 96 h; Potency, µM (series often up to 28.7 µM), inactives show top-dose activity change, negative = inhibition, hits mostly inhibitors; AID 504834; also: potency is read from the fitted curve at half-maximal effect; % is scaled to controls: 0 for no effect and ±100 for the full control effect
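P. falciparum expressing integrated firefly luciferase grown in erythrocytes (2% hematocrit, 0.05% parasitemia final) with compounds for 96 hours at 37 C, 5% CO2. Growth inhibition read as loss of luminescence after adding luciferase detection reagent.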
TbPYK inhibitor = T. brucei pyruvate kinase inhibition; Q57TT1; TbPYK enzyme, Kinase-Glo Plus ATP luminescence, 45 min; Potency, µM (series often up to 76.8 µM), for the others: at the top dose activity, negative = inhibition, usual class: inhibitors; 410,000 compounds, 0.12% hits; AID 624173; also: potency is read from the fitted curve at half-maximal effect; % is scaled to controls: 0 for no effect and ±100 for the full control effect; nearly all actives have a fitted effect of over 50% in size
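Activity of T. brucei pyruvate kinase was followed by Kinase-Glo Plus luminescence after the enzyme reacted 45 min at room temperature with 130 uM ADP (final) and substrate. Test compounds were added before ADP at multiple concentrations.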
Pf growth 48h = inhibits P. falciparum growth in the first generation, 48 h; P. falciparum luciferase growth in erythrocytes, 48 h; Potency, µM (titrated, usually from 28.7 µM), for inactives: at the highest dose activity change, negative = inhibition, hits mostly inhibitors; 310,000 compounds, 5.9% hits; AID 504832; also: potency is read from the fitted curve at half-maximal effect; % is scaled to controls: 0 for no effect and ±100 for the full control effect
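First compound was added to culture medium, then infected red cells at 0.1% parasitemia and 2% hematocrit (final). After incubation at 37 C under 5% CO2, luciferase detection reagent was dispensed and light output recorded.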
AMA1-RON2 inh = disrupts binding of P. falciparum AMA1 to RON2; 360,000 compounds, 0.2% hits; AlphaScreen AMA1-biotinylated RON2 peptide binding; Potency, µM (top dose mostly 58.2 µM), for inactives: at the highest dose activity change, negative = inhibition, actives largely listed as inhibitors;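 also: potency is read from the fitted curve at half-maximal effect; 0% = vehicle wells and -100% = peptide control; nearly all actives have a fitted effect of over 45% in size; some results filed as inactive show a strong effect at the top dose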
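AMA1 (3D7) with his tag at 25 nM final met compounds first, then biotinylated RON2 peptide at 25 nM; detection used donor plus acceptor beads, 10 µg/mL apiece, read by AlphaScreen after 30 min at room temperature.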
Shiga inhibitor = Shiga toxin inhibition; inhibition, % at 38.7 µM; AID 2315; Vero cells, Shiga toxin protein synthesis inhibition reporter; 290,000 compounds, 9.2% hits; in the data active = inhibition mostly above about 28%, no sharp cut-off; inactive = mostly below about 43%; also: 0% is about no effect
LmPK inh = LmPK (Leishmania mexicana) enzyme inhibition | Q27686 | purified LmPK, Kinase-Glo ATP luminescence, 1 h | Potency, µM (series often up to 57.5 µM), without a hit: at the top dose activity change, negative = inhibition, hits mostly inhibitors | 290,000 compounds, 0.37% hits; also: potency is read from the fitted curve at half-maximal effect; % is scaled to controls: 0 for no effect and ±100 for the full control effect
Target sequence (Q27686 whole entry, looked up): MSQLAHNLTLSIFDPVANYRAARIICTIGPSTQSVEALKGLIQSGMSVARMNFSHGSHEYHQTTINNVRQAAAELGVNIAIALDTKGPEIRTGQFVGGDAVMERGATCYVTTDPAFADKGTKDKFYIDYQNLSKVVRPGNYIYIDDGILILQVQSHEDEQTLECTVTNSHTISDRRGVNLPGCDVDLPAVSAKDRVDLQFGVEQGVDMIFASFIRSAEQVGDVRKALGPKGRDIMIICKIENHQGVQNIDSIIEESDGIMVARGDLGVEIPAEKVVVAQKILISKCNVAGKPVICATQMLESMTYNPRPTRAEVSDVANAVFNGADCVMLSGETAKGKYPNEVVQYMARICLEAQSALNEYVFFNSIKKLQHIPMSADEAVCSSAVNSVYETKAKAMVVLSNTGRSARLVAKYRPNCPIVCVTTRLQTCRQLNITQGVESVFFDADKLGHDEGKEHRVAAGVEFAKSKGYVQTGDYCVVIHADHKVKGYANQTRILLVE
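Purified LmPK (0.1 nM) converted ADP (0.1 mM) to ATP with PEP (0.5 mM) in imidazole buffer pH 7.2 with KCl and MgCl2, 1 h at room temperature. ATP was read by Kinase-Glo luminescence; data normalized to uninhibited and no-enzyme controls.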
An asterisk follows results filed as active; u = inconclusive; x = not tested or not shown; + = active, no number; & = joins results of further samples; [ ] = dose if it differs, or a comment. Unless noted, calls follow the shape of the dose curve; as a rule, active = well fitted curve in the direction sought with a large enough effect; inconclusive = small, poorly fitted or top-dose-only effect, or another doubt; inactive = no such curve, though single readings can be large; an effect the other way counts as inactive or inconclusive.

[1] COc1ccc(CSc2nnnn2-c2ccc(C(=O)O)cc2)cc1
[2] Brc1ccc2[nH]c3c(NCc4ccccn4)ncnc3c2c1
[3] COc1ccc(-c2[nH]ncc2CN(C)C(C)c2ccon2)cc1F (centres undefined)
[4] Cc1cccc(-c2nnn(Cc3nnc(NC(=O)c4ccccc4)s3)n2)c1
[5] CCOc1ccccc1C1C(C#N)=C(SCC(=O)OC)NC(=O)C1C(=O)OC (centres undefined)
[6] O=C(CN1CCN(S(=O)(=O)c2ccccc2[N+](=O)[O-])CC1)NC(=O)NCc1ccco1
[7] CC(=O)Nc1nnc(C)s1
[8] CC1CCN(c2c(NCc3ccc(C(=O)NCCc4ccc(Cl)cc4)cc3)c(=O)c2=O)CC1

Screen / compound no.	1	2	3	4	5	6	7	8
Pf growth 48h	28%	u	4%	3%	2%	0%	-9%	u
Pf growth 96h	2%	u	6%	79%[activator]	u	-24%	15%	8.3µM*
TbPYK inhibitor	18%	6%	-3%	-3%	x	-1%	-2%	1%
AMA1-RON2 inh	-10%	0%	-12%	0%	-11%	-8%	14%	-7%
LmPK inh	-8%	1%	0%	-3%	4%	5%	-4%	4%
Shiga inhibitor	-3	10	-17	-3	-2	7	1	-6
Cycloheximide cs	-3	16	11	-2	3	3	0	-1

[9] Cc1nnc(SCC(=O)N(C2CCCCC2)C2CCS(=O)(=O)C2)n1C (centres undefined)
[10] Cn1cc(CN2CCN(c3ccc(Cl)cn3)CC2)c(-c2ccccc2F)n1
[11] Cc1ccccc1OCC(=O)Nc1nc2ccccc2[nH]1
[12] COC(=O)c1ccccc1NC(=O)CNC(=O)c1ccc(OC)cc1
[13] Cc1ccc(S(=O)(=O)CCC(=O)OCC(=O)NC(=O)c2ccccc2)cc1
[14] CCOC(=O)CNC(=O)CSc1nnc(NC(=O)c2ccc3c(c2)OCO3)s1
[15] N#C/C(=C/c1cn(-c2ccccc2)nc1-c1cccc(S(=O)(=O)N2CCCC2)c1)C(=O)NCc1ccco1
[16] Cc1nn(C)c(Oc2ccccc2)c1CCNS(=O)(=O)c1ccc(F)cc1

Screen / compound no.	9	10	11	12	13	14	15	16
Pf growth 48h	-20%	9%	166%[activator]	1%	2%	u	10µM*	u
Pf growth 96h	11%	u	-16%	u	13%	104%[activator]	10µM*	-20%
TbPYK inhibitor	5%	-2%	4%	-15%	4%	-4%	-2%	1%
AMA1-RON2 inh	0%	-1%	-1%	-9%	4%	0%	-9%	-4%
LmPK inh	x	0%	9%	0%	x	-14%	3%	10%
Shiga inhibitor	x	-17	108*	4	x	22*	34*	-5
Cycloheximide cs	x	-2	32*	-1	x	12*	9	-1

[17] Cc1cc(C)nc(NS(=O)(=O)c2ccc(NC(=O)c3ccc(S(=O)(=O)N4CC(C)OC(C)C4)cc3)cc2)n1 (centres undefined)
[18] CCOc1ccccc1C(=O)NCC(=O)OCc1c(C)noc1C
[19] Cc1cccc(C)c1OCC(=O)NNC(=S)NC(=O)C1CC1
[20] CC(=O)N/N=C/c1cc([N+](=O)[O-])ccc1OCCOc1ccccc1
[21] CCOC(=O)c1cc2c(ccn2C)n1CC(=O)N(Cc1ccccc1)c1ccccc1
[22] Cc1cc(NC(=O)c2ccc3[nH]c(C)c(C)c3c2)ccn1
[23] O=C1N/C(=N\N=C\c2cccnc2)SC1Cc1ccc(SC(F)F)cc1 (centres undefined)
[24] CC1(C)CC(=O)C2=C(C1)N(c1ccccc1C#N)C(N)=C(C#N)C2c1cccs1 (centres undefined)

Screen / compound no.	17	18	19	20	21	22	23	24
Pf growth 48h	u	9%	u	2%	u	2.6µM*	3.3µM*	u
Pf growth 96h	u	28%	10µM*	6.6µM*	u	2.6µM*	x	0%
TbPYK inhibitor	-4%	-11%	-5%	5%	1%	-2%	-10%	-3%
AMA1-RON2 inh	9%	-3%	146%[activator]	-11%	u	-13%	77%[activator]	-15%
LmPK inh	0%	-4%	0%	-1%	1%	5%	2%	-1%
Shiga inhibitor	7	14	19	-18	-15	52*	-15	47
Cycloheximide cs	5	-2	-1	0	-5	34	8	31

[25] Cn1c(=O)c2cc(S(=O)(=O)N3CCOCC3)ccc2n(C)c1=O
[26] CCOC(=O)N1CCC(N2CCN(c3cc(C)ccc3C)CC2)CC1
[27] CCCNc1nc(C)cc(-c2cc(C(=O)NCc3ccccc3)on2)n1
[28] COc1ccc(NS(=O)(=O)CC(C)C)c(OC)c1
[29] Cc1cc(Cl)ccc1NC(=S)N1CCN(Cc2ccccc2)CC1
[30] COC(=O)c1ccc(OCC(=O)NC(C)(C)C)cc1
[31] Cc1ccc(SCc2c(C(=O)N/N=C/c3ccc4c(c3)OCO4)nnn2-c2nonc2N)cc1
[32] Cc1ccc(OCCn2cnc3cc([N+](=O)[O-])ccc3c2=O)cc1

Screen / compound no.	25	26	27	28	29	30	31	32
Pf growth 48h	19%	x	-27%	22%	8%	30%	0%	u
Pf growth 96h	x	x	u	4%	4%	16%[5.75 µM]	35%[activator]	-16%
TbPYK inhibitor	-3%	5%	-3%	-13%	-10%	-13%	1%	1%
AMA1-RON2 inh	16%	-10%	29%	-10%	-8%	14%	-2%	2%
LmPK inh	-9%	-2%	4%	-2%	3%	-1%	-6%	6%
Shiga inhibitor	4	6	4	-4	-8	31	8	-5
Cycloheximide cs	5	6	1	-4	1	31*	-4	-1

Looked up one by one from the list above, four records:
[28] COc1ccc(NS(=O)(=O)CC(C)C)c(OC)c1
[31] Cc1ccc(SCc2c(C(=O)N/N=C/c3ccc4c(c3)OCO4)nnn2-c2nonc2N)cc1
[27] CCCNc1nc(C)cc(-c2cc(C(=O)NCc3ccccc3)on2)n1
[29] Cc1cc(Cl)ccc1NC(=S)N1CCN(Cc2ccccc2)CC1

Screen / compound no.	28	31	27	29
Pf growth 48h	22%	0%	-27%	8%
Pf growth 96h	4%	35%[activator]	u	4%
TbPYK inhibitor	-13%	1%	-3%	-10%
AMA1-RON2 inh	-10%	-2%	29%	-8%
LmPK inh	-2%	-6%	4%	3%
Shiga inhibitor	-4	8	4	-8
Cycloheximide cs	-4	-4	1	1

(more compounds)
[33] O=C(O)CN1CCN(c2ncc(C(F)(F)F)cc2Cl)CC1
[34] COc1ccc(-c2nsc3c(SCc4ccccc4)ncnc23)cc1
[35] O=C(c1ccc(NS(=O)(=O)c2ccc(F)cc2)cc1)N1CCOCC1
[36] Oc1ccc(-c2[nH]ncc2-c2ccc(Cl)cc2)c(O)c1
[37] CN(C(=O)COC(=O)c1ccc2c(=O)n3c(nc2c1)CCC3)C1CCS(=O)(=O)C1 (centres undefined)
[38] N#CCOc1nc(N2CCOCC2)nc(N2CCOCC2)n1
[39] COc1ccc(/C=N/NC(=O)c2ccc(N)cc2)cc1Cn1cc([N+](=O)[O-])cn1
[40] O=C(CSc1ccc(-c2ccco2)nn1)Nc1ccccc1

Screen / compound no.	33	34	35	36	37	38	39	40
Pf growth 48h	60%[activator]	19%	8%	u	18%	-9%	7%	31%
Pf growth 96h	u	1.9µM*	12%	-3%	21%	u	12µM*	-18%
TbPYK inhibitor	2%	-1%	10%	2%	1%	0%	2%	-22%
AMA1-RON2 inh	5%	3%	7%	68%[activator]	5%	-22%	-7%	-2%
LmPK inh	-4%	0%	x	2%	-6%	-2%	1%	1%
Shiga inhibitor	-15	+	x	16	-2	-2	-7	16
Cycloheximide cs	2	20*	x	2	2	-1	9	16

[41] CC(C)c1nc2n[nH]c(N)c2c2c1CCCC2
[42] CNC(=O)COc1ccc(Cl)c2cccnc12
[43] NC(=O)CSc1nnc(-c2ccc3c(c2)OCO3)o1
[44] Cc1nc(N)nc(N)c1/C=C/C(C)(C)c1ccc(Cl)cc1
[45] O=S(=O)(Nc1cccc2ncccc12)c1cccc(C(F)(F)F)c1
[46] COc1cc(/C=C2\SC(=Nc3ccc(F)cc3)N(c3ccc(F)cc3)C2=O)ccc1OCC(=O)O
[47] CC(=O)NCCc1ccc(S(=O)(=O)N2CCOCC2)cc1
[48] O=C(Nc1ccc2cccnc2c1)c1ccc(Br)cc1

Screen / compound no.	41	42	43	44	45	46	47	48
Pf growth 48h	-19%	24%	425%[activator]	-90%	u	u	14%	35%[activator]
Pf growth 96h	3%[5.75 µM]	-1%	175%[activator]	-78%	-7%	8%	x	290%[activator]
TbPYK inhibitor	-4%	-11%	7%	4%	5%	x	-6%	3%
AMA1-RON2 inh	-15%	0%	5%	-11%	-5%	x	5%	17%
LmPK inh	2%	0%	-30%	1%	x	-2%	-11%	4%
Shiga inhibitor	-15	61	75*	-17	x	-9	18	x
Cycloheximide cs	-8	-4	28*	-6	x	-2	-2	24*

[49] CCOC(=O)CNC(=O)CSc1cc(C)nc2ccc(OC)cc12
[50] COc1ccc(S(=O)(=O)N2CCSC2c2ccc(OC)c(OC)c2)cc1 (centres undefined)
[51] CC1CCCN(CCCNC(=O)c2cc3c(Cl)nc4ccccc4c3s2)C1 (centres undefined)
[52] CCCc1cc(C(=O)Nc2cccnc2)no1
[53] OC(COc1ccccc1)CN1CCN(Cc2ccc3c(c2)OCO3)CC1 (centres undefined)
[54] COc1ccc(N2CCN(C(=O)CCCNC(=O)Cn3cnc4sc(C)c(C)c4c3=O)CC2)cc1
[55] C#CCOCCOCCOCCNc1nc(N2CCN(C(=O)Cn3cc(CCCCN)nn3)CC2)nc(N2CCN(C(=O)Cn3cc(CCCN=C(N)N)nn3)CC2)n1
[56] C=CCN(C(=O)c1csnn1)C(C(=O)NC1CCCCC1)c1ccc(C)cc1 (centres undefined)
[57] CN1CCS/C1=C/C=C1/SC(=S)N(Cc2ccccc2)C1=O
[58] Cc1c(N=C2N=C(NC(=O)c3cccs3)c3ccccc32)c(=O)n(-c2ccccc2)n1C

Screen / compound no.	49	50	51	52	53	54	55	56	57	58
Pf growth 48h	-39%	u	u	x	3%	5%	u	u	u	-23%
Pf growth 96h	491%[activator]	102%[activator]	u	u	4%	-11%	0.83µM*	-8%	-9%	15%
TbPYK inhibitor	3%	1%	-2%&-4%	4%	-5%	1%	-2%	10%	4%	0%
AMA1-RON2 inh	-25%	44%[activator]	-18%	-10%	-1%	8%	3%	-6%	-10%[11.6 µM]	6%
LmPK inh	u	5%	5%	11µM*	0%	0%	x	-4%	0%	1%
Shiga inhibitor	72*	-5	1	89*	2	-5	x	-24	13	24
Cycloheximide cs	29*	-2	9	72*	11	-2	x	-2	26*	23

Screening data from PubChem BioAssay.
